From PubChem
KDM5B inh: inhibitors of human KDM5B histone demethylase; Q9UGL1; KDM5B demethylase, FDH-coupled NADH fluorescence (FDH is formaldehyde dehydrogenase); Potency, µM (highest dose often 57.7 µM), without a hit: top-dose activity change, negative = inhibition, hits mostly inhibitors; actives 2.6% (n = 220,000); active = well fitted inhibition curve with a large enough effect; inconclusive = small, poorly fitted or top-dose-only effect; inactive = no such curve, though single readings can be large or run the other way; also: 0% is about no effect; nearly all actives have a fitted effect of over 70% in size
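Coupled FDH/NAD⁺ fluorescence readout. KDM5BΔAP 200 nM final; compound titration, 10 min RT preincubation; substrate mix 12.5 µM H3K4me3, 25 µM 2-OG, 50 µM Fe(II), 100 µM ascorbate, 0.25 mM NAD⁺, 0.25 U/mL FDH; ΔRFU over 30 min.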
* = called active by the depositor; ? = inconclusive; & = joins results of further samples; [ ] = remark or other dose. Potency is read from the fitted curve at half-maximal effect. The list is partial; rates above refer to the full screens.

no.	KDM5B inh	mol
1	-16%	CN1CCN(c2ccc(S(=O)(=O)N3CCCCC3)cc2NC(=O)CSCc2ccccc2)CC1
2	16%	COC(=O)c1sccc1NC(=O)CC1C(=O)NCCN1C(=O)Nc1ccc(C(F)(F)F)cc1 (stereo not given)
3	?	Cc1cccc(NC(=O)c2cc(-c3cccs3)nc3ccccc23)n1
4	-24%	CCn1c(SCC(=O)Nc2ccc(C)cc2Br)nnc1-c1nonc1NC(C)=O
5	6%	CCOc1ccc(NC(=O)CCS(=O)(=O)c2ccc3c(c2)CCN3C(=O)CC)cc1
6	9%	COc1ccccc1CNC(=O)Cc1c(C)nc2ccccc2c1C
7	-9%	CCOc1ccccc1NC(=O)Cn1c(=O)ccc2cc(S(=O)(=O)N3CCCC3)ccc21
8	-10%	O=C(NCc1ccncc1)C1c2ccccc2C(=O)N(C2CCCC2)C12CCCCC2 (stereo not given)
9	17%&-2%	COc1cc(NC(=O)CSc2nc3ccccc3nc2Cc2ccccc2OC)cc(OC)c1
10	-10%	O=C1CN(C(=O)COc2ccc(Cl)cc2)C(c2ccccc2)c2cc(Br)ccc2N1 (stereo not given)
11	27%	CC(=O)C1=C(C)Nc2ncnn2C1c1cccc(Br)c1 (stereo not given)
12	-29%	COc1ccc(C(=O)NC2CCN(c3cc(-c4ccccc4)[nH]n3)C2)cc1F (stereo not given)

More entries follow:
no.	KDM5B inh	mol
13	25%	c1cc(CNCCCN2CCCCC2)ccn1
14	-25%	Cc1ccc(CCC(=O)N2CC[C@@](O)(C3CCOCC3)[C@H](C)C2)cc1
15	-18%	COc1cccc(S(=O)(=O)N2CCCC(Cc3noc(-c4cnccn4)n3)C2)c1 (stereo not given)
16	30%[149 µM]	CN1CCC2(Cc3ccccc3CN(C(=O)CN)C2)C1 (stereo not given)
17	-8%[115 µM]	CS(=O)(=O)N1CC2(CCCCN2Cc2cccnc2)Cc2ccccc21 (stereo not given)
18	27%	Cc1cccc(NC(=O)CNC(=O)C(NC(=O)Cc2ccccc2)C(C)C)c1C (stereo not given)
19	7%	Fc1ccccc1CSCc1ccc(-c2nc(-c3ccccc3)no2)o1
20	?	O=C(NCc1ccccc1Cn1cccn1)c1ccc2cccc(F)c2n1
21	27%	CN1CCN(CC2CNCCO2)CC1 (stereo not given)
22	-3%	CCOc1ccc2c(n1)CCN(C(=O)Cc1ccc(OC)cc1)C2
23	?	O=C(c1cc2ccc3cccnc3c2[nH]1)N1CCN(c2cccc(Cl)c2)CC1
24	-9%	O=C(CSc1nccn1-c1ccc(Cl)cc1)Nc1nc2ccccc2s1

More entries follow:
no.	KDM5B inh	mol
25	-4%[86.2 µM]	Cc1oc(C(O)c2cccc(O)c2)nc1C(=O)Nc1ccc2[nH]c(=O)oc2c1 (stereo not given)
26	-2%	COc1ccc(CCC(=O)N2CCCCCCN(C)C(=O)[C@@H]3CCC[C@@H]32)cc1
27	33%	CC(C)Nc1nnc(SC(C)C(=O)Nc2ccc(N3CCOCC3)cc2)s1 (stereo not given)
28	-29%	CCc1ccc(/C=N/NC(=O)Cc2cccn2C)cc1
29	-26%	Fc1ccccc1-c1nnc(SCc2c(F)c(F)c(F)c(F)c2F)n1C1CC1
30	10%	Cc1ccc(OCC(=O)Nc2nonc2C)cc1C
31	?	CCCn1c(=O)c2sccc2n2c(CCCC(=O)N3CCN(c4ccc(OC)cc4)CC3)nnc12
32	?	O/N=C/c1ccc(OCc2ccc(Cl)cc2)cc1
33	-3%	COC(=O)c1cccnc1-n1c(=O)c2cccnc2n(CC(=O)Nc2cccc(C)c2)c1=O
34	-11%	COc1cccc(Cn2nnc(C(=O)NCc3ccc(Cl)cc3Cl)c2N)c1
35	16%	O=C(COC(=O)c1ccc[nH]c1=O)NC1CCCCC1
36	7%	CCOc1ccc(CNC(=O)C2CCN(c3nnc(-n4cccc4CNc4ccc(C)cc4)s3)CC2)cc1OC

The listing continues.
no.	KDM5B inh	mol
37	-10%	O=c1[nH]nc(SCc2ncc(-c3ccccc3)o2)n1C1CC1
38	14%	CC(C)(C)NC(=O)c1ccc2c(c1)CCO2
39	25µM*	NC(=O)NCCC(=O)N1CCc2onc(-c3cccc4ccccc34)c2C1
40	-7%	CCSc1nnc(NC(=O)CCNC(=O)c2ccccc2Cl)s1
41	37%	COCCOCc1nc(C2CCCCN2C(=O)Nc2ccccc2)no1 (stereo not given)
42	-28%	Cc1nnc(NC(=O)CSc2nc3c([nH]c4ccccc43)c(=O)n2-c2ccccc2)s1
43	14%	COc1cc(-c2noc(CCCC(=O)Nc3ccc(C(N)=O)cc3)n2)cc(OC)c1OC
44	-4%	COc1cc(/C=C(/C#N)c2ccccc2)ccc1OCCOc1ccccc1
45	-13%	CCN(CC)CCCC(C)NCc1cc(Br)cs1 (stereo not given)
46	?	Cc1cccnc1C(=O)N1C[C@@H](CO)[C@H](c2nc(C3CC3)no2)C1
47	7%	COc1ccc(Cl)cc1N(CC(=O)N1CCN(C)CC1)S(=O)(=O)c1ccccc1
48	?	COCc1nc(C2CC(N)C2)cc(N2Cc3nc(C)n(C)c(=O)c3C2)n1 (stereo not given)

Remaining list, next part.
no.	KDM5B inh	mol
49	0%	COc1ccccc1Oc1c(C)oc2cc(OCC(=O)NCc3cccs3)ccc2c1=O
50	21%	CCNC(=O)C1(NC(=O)Cc2coc(-c3ccccc3)n2)CCCCC1
51	?	CCCCS(=O)(=O)N[C@@H]1CN(Cc2ccncc2)C[C@H]1CN(C)C
52	27%	CCOc1ccc2nc(SCC(=O)N3CCN(S(=O)(=O)c4ccccc4)CC3)[nH]c2c1
53	-21%	CCOc1ccccc1C1CC(=O)NC(C)=C1C(=O)OC1CCCCCC1 (stereo not given)
54	-13%	COc1ccccc1OCCNC(=O)C1CCCN(Cc2ccncc2)CCC(=O)NCC1 (stereo not given)
55	12%	COC(=O)[C@H](NC(=O)[C@@H]1C[C@H](NC(=O)Nc2ccc(OC)cc2)CN1C(=O)c1cccn1C)C(C)C
56	27%[86.2 µM]	COC(=O)c1cn([C@H]2CO[C@H]3[C@@H]2OC[C@@H]3NCc2ccccc2)nn1
57	?	C[C@@H]1OC(C2CCCCC2)N(C)[C@H]2C[C@H]3c4[nH]c5cccc(-c6ccccc6)c5c4CCN3C[C@@H]12 (stereo not given in full)
58	-22%	CC1CCc2c(sc(NC(=O)COc3ccccc3C(C)(C)C)c2C#N)C1 (stereo not given)
59	4%	COc1cc(OC)c(C2CC(=O)Nc3nc(-c4ccccc4)[nH]c(=O)c32)cc1OC (stereo not given)
60	5%	Cc1nc2c(c(-c3ccc(O)cc3)n1)CN(C(=O)c1ccc(Cl)nc1)CCC2

Four structures from above, ordered by molecular weight, falling.
no.	KDM5B inh	mol
54	-13%	COc1ccccc1OCCNC(=O)C1CCCN(Cc2ccncc2)CCC(=O)NCC1 (stereo not given)
49	0%	COc1ccccc1Oc1c(C)oc2cc(OCC(=O)NCc3cccs3)ccc2c1=O
60	5%	Cc1nc2c(c(-c3ccc(O)cc3)n1)CN(C(=O)c1ccc(Cl)nc1)CCC2
56	27%[86.2 µM]	COC(=O)c1cn([C@H]2CO[C@H]3[C@@H]2OC[C@@H]3NCc2ccccc2)nn1

The list goes on:
no.	KDM5B inh	mol
61	11%	Cc1cc(C)nc(/N=C2\NC(=O)CC(C(=O)O)N2c2cccc(C(F)(F)F)c2)n1 (stereo not given)
62	6%	COc1ccc(Cl)cc1NC(=O)CSc1nc2c(c(=O)n1Cc1ccccc1)SCC2
63	-28%	CCN(Cc1ccccc1)C(=O)CCC[C@@H]1[C@H]2CCCN3CCC[C@@H](CN1C(=O)c1ccccc1)[C@@H]23
64	?	COc1ccc(N2CCN(C(=O)CCc3c(C)nc4c(-c5ccccc5)c(C)nn4c3C)CC2)cc1
65	?	Cc1cc(C(=O)N2Cc3nnc(C)n3C(C)C2)c(-c2ccccc2)o1 (stereo not given)
66	1%	Cc1ccc(-n2nnnc2SCC(=O)Nc2ccc(N3CCOCC3)cc2)cc1C
67	-16%[86.2 µM]	O=C(NCc1cccc(F)c1)c1cnc2n1CCN(CCc1ccccc1)CC2
68	4%	Cc1ccc(C(C)NS(=O)(=O)Cc2ccc(F)cc2)o1 (stereo not given)
69	?	CN1CC(=O)N(C2CCCNCC2)Cc2c1ncnc2N1CCC(N2CCCC2)CC1 (stereo not given)
70	?	Cc1c(-c2ccccc2)c(=O)oc2ccc(OC(=O)N3CCOCC3)cc12
71	26%[86.2 µM]	CNC(=O)[C@@H](C1CCCCC1)N1CCC[C@H]1C(=O)N1CCC1
72	17%	O=C(O)Cc1ccc(NC(=O)COc2ccc3ccccc3c2)cc1

Among those listed so far, these contain bromine:
no.	KDM5B inh	mol
4	-24%	CCn1c(SCC(=O)Nc2ccc(C)cc2Br)nnc1-c1nonc1NC(C)=O
10	-10%	O=C1CN(C(=O)COc2ccc(Cl)cc2)C(c2ccccc2)c2cc(Br)ccc2N1 (stereo not given)
11	27%	CC(=O)C1=C(C)Nc2ncnn2C1c1cccc(Br)c1 (stereo not given)
45	-13%	CCN(CC)CCCC(C)NCc1cc(Br)cs1 (stereo not given)

Records listed so far printed as active in KDM5B inh.
no.	KDM5B inh	mol
39	25µM*	NC(=O)NCCC(=O)N1CCc2onc(-c3cccc4ccccc34)c2C1

(listing goes on)
no.	KDM5B inh	mol
73	-20%[86.2 µM]	COc1cc(CN2CCC(C)(NC(C)=O)CC2)cc(-c2ccc3[nH]ncc3c2)c1
74	3%	CCC1(C)Cc2c(C#N)c(SC)nc(N3CCOCC3)c2CO1 (stereo not given)
75	21%	CC1C(=O)CCN(CCCO)C1C (stereo not given)
76	5%[86.2 µM]	COC(=O)c1ccc2nc(CO[C@H]3CN(Cc4ccccc4)C[C@H]3F)[nH]c2c1
77	6%	CCc1nn(-c2ccccc2)c(Oc2cccc(C)c2)c1CCC(=O)N1CCOCC1
78	-20%	COc1ccc(C(C)O)cc1CSc1nc2ccccc2s1 (stereo not given)
79	?	Cc1noc(C)c1CCCNC(=O)CCC[C@@H]1[C@H]2CCCN3CCC[C@@H](CN1C)[C@@H]23
80	-49%	Cc1cc(N2CCNC(c3ccccc3)C2)n2nc(C)c(C)c2n1 (stereo not given)
81	-20%	Cc1cc(C)n(-c2ccc(NC(=O)C3CCN(Cc4nnc(C)o4)CC3)cc2)n1
82	-3%	COc1cccc(-c2cc(C(=O)N3CCC4(CC3)[C@H](O)C[C@@H]4OC)[nH]n2)c1
83	5%	COc1cccc(CNC(=O)CN2C(=O)COc3ccc(S(=O)(=O)N4CCOCC4)cc32)c1
84	21%	CCOc1ccc(NC(=O)c2ccccc2)cc1

Along the list, from the results shown.
KDM5B inh, compounds 73 to 84, in order: -20%[86.2 µM], 3%, 21%, 5%[86.2 µM], 6%, -20%, ?, -49%, -20%, -3%, 5%, 21%

(list continues)
no.	KDM5B inh	mol
85	12%[149 µM]	CC(C)NC(=O)N1CCn2c(nnc2C2CCCN2)C1 (stereo not given)
86	-22%	CCc1ccc(CNC(=O)c2c(C)oc3ncn(CC(C)C)c(=O)c23)cc1
87	-1%	CC1=C(c2ccc(C(C)C)cc2)S(=O)(=O)NC1=NCCCN1CCN(c2ccccc2F)CC1
88	-16%	O=C1CCN(S(=O)(=O)c2ccccc2)CCCN(C(=O)C2CCOCC2)CCN1
89	-4%	O=C(CSc1nc2ccccc2n1Cc1ccccc1)NCc1ccccc1
90	-25%	Cc1ccc(-n2ncc3c(NC4CCCCCC4)ncnc32)cc1
91	-14%	COC(=O)c1nnn(CC(=O)NC(=O)Nc2ccccc2F)c1C(=O)OC
92	0%	CCn1cc(C(=O)NC2CCN(C3CC3)CC2)c2ccccc21
93	11%	Cc1cccc(NC(=O)c2ccccc2C(=O)Nc2cccc(C)c2)c1
94	?	O=C(NCc1cccnc1)c1nc(-c2ccc(Cl)cc2Cl)c2cnccn12
95	?	COc1ccc(Br)cc1CNC(=O)CCc1cn(Cc2ccc(C)cc2)c2ccccc12
96	28µM*	O=C(Cn1ccn2nc(-c3ccc(F)cc3)c(CO)c2c1=O)Nc1ccccc1Cl

Following part.
no.	KDM5B inh	mol
97	?	Cc1nc(N/C(N)=N/S(=O)(=O)c2ccccc2)nc2ccccc12
98	?	CC1=C[C@@H](CN2CCC(C(N)=O)CC2)[C@H](C(C)C)C[C@H]1Cc1nnc(C(C)(C)C)o1
99	2%	CCCC(NC(=O)Cn1nnn(-c2ccccc2)c1=O)c1ccccc1 (stereo not given)
100	-24%	Cc1ccc(CNC(=O)C2CCC(CNS(=O)(=O)c3ccc(C)cc3)CC2)cc1 (stereo not given)
101	0%[115 µM]	CCN1CCCCC12Cc1ccccc1CN(C(=O)CCCN(C)C)C2 (stereo not given)
102	16%	COc1ccc(N(C(C)C(=O)NCc2ccc(Cl)cc2Cl)S(C)(=O)=O)cc1 (stereo not given)
103	14%	O=C(CC[C@H]1NC(=O)c2ccccc2NC1=O)Nc1ncn[nH]1
104	-12%	CN1CCN(C(=O)c2csc(N3CCN(c4ccc(Cl)cc4)CC3)n2)CC1
105	7%	CCOc1ccc2c(=O)c(Oc3ccc(OC)cc3)c(C)oc2c1
106	29%	CCc1nc(-c2c3n(c(=O)n(CC(=O)Nc4cccc(C#N)c4)c2=O)CCCC3)no1
107	-22%	CNC(=O)[C@@H]1CN(C(=O)c2ccncn2)C[C@H]1c1n[nH]c(C)n1
108	?	COc1ccc(Cl)cc1C(=O)N[C@@H]1CN(c2ncccn2)C[C@H]1CN(C)C

Other compounds follow:
no.	KDM5B inh	mol
109	6%	O=C(c1ccccc1)N1CCCN(c2nccc(C(F)(F)F)n2)CC1
110	7%	CC(C)[C@H](NC(=O)[C@@H]1Cc2ccccc2CN1C(=O)OC(C)(C)C)C(=O)NCC1CCCO1 (stereo not given in full)
111	23%	CCCn1nccc1C(=O)N1CCCC(CCc2cccc(C(F)(F)F)c2)C1 (stereo not given)
112	21%	O=C(CN(c1ccccc1)S(=O)(=O)c1ccccc1[N+](=O)[O-])N1CCCC1
113	-5%	Cc1ccc(N(C)C(=O)C2CCN(S(=O)(=O)c3c(C)noc3/C=C/c3c(C)cc(C)cc3C)CC2)cc1
114	-9%	O=C(Nc1ccc(Cl)cc1C(F)(F)F)c1ccc2ccccc2c1
